From PubChem BioAssay
eIF4E 4G PPI = blocks eIF4E binding to eIF4G; P63073+Q04637; 220,000 compounds, 0.37% hits; AID 782; TR-FRET eIF4E-eIF4GI(517-606) binding, 2 h; inhibition, % at 21.7 µM;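 active = inhibition above about 30%, limit read from the data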;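 also: 0% = full FRET control wells and 100% = background wells lacking eIF4GI fragment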
L929 necroptosis = blocks zVAD induced death of L929 cells; L929 zVAD necroptosis rescue, ATP luminescence, 24 h; with zVAD 60 µM; viability rescue, % at 10 µM; 220,000 compounds, 0.38% hits;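 active = activation, scaled between plate controls, above about 75%, limit read from the data; inactive = activation under that limit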;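 also: 0% = zVAD with DMSO and 100% = DMSO alone without zVAD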
Rad51 HR inh = blocks human Rad51 in homologous recombination | Q06609 | hRad51 DNA strand exchange, fluorescence dequenching | inhibition, % at 10 µM | 200,000 compounds, 0.085% hits | AID 1385;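 active = inhibition above 40% at the single screening dose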;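 also: 0% = DMSO control wells and 100% = blanks with heterologous ssDNA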
Target sequence (Q06609 whole entry, looked up): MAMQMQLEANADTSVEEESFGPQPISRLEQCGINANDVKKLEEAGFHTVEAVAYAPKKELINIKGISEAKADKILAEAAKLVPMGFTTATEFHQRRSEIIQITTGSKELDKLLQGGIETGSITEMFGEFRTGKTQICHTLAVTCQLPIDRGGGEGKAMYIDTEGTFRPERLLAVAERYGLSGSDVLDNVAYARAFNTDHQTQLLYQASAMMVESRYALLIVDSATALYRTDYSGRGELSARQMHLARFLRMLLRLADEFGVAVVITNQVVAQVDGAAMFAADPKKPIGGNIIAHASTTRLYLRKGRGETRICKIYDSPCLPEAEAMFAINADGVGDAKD
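System: hRad51 filaments on single-stranded DNA; reagent: Fluorescein- and BHQ1-tagged 47-mer duplex; compound dosing: one concentration, 10 µM final; timing: filaments 15 min 37 °C, then compound 30 min; measured by: fluorescein emission 520 nm, excitation 485 nm; benchmarks: per-plate controls and blanks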
PERK inh = human PERK inhibition, primary cell-based screen; Q9NZJ5; CHO PERK-DD fusion, SEAP luminescence translation reporter; inhibition, % at 5.6 µM; 220,000 compounds, 0.17% hits;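 active = inhibition above the mean inhibition of all tested compounds plus 3 SD, set separately per screening campaign, cut at about 2.9% in these data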;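 also: PERK kinase domain activated by AP20187 dimerizer at 100 nM; 0% = DMSO with dimerizer and 100% = rapamycin at 8.4 µM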
Mdm2 ligase inh = inhibitors of human Mdm2 E3 ubiquitin ligase; signal enhancement, % at 5 µM; AID 1230; cell-based MDM2 ubiquitination luciferase reporter, 2 h; 0 = plate control, 100 = twice control, blank-subtracted; Q00987; 210,000 compounds, 0.11% hits;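 active = signal enhancement of 30% or more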;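 also: luminescence tracks abundance of the self-degrading MDM2-luciferase fusion protein; higher signal means inhibition of MDM2 E3 ligase activity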
Target sequence (Q00987 whole entry, looked up, the tested form may be a part): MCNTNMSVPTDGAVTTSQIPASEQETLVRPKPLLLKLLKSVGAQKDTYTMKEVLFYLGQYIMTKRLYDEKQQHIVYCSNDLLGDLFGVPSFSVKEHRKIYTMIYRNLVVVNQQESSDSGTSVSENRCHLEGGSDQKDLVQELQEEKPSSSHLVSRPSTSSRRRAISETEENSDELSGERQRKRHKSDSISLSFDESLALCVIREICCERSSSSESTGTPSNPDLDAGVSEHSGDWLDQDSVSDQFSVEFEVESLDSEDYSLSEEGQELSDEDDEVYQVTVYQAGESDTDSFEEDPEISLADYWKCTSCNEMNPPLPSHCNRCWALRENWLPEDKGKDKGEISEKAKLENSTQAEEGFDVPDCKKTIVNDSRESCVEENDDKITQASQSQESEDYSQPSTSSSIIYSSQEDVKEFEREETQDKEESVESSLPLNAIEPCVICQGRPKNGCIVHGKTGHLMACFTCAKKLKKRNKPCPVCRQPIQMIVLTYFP
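System: stable MDM2–luciferase fusion reporter cells / Input: 2000 cells seeded into each well / Schedule: 4 h settle plus 2 h compound, 37 °C / Compound: single-point 5 µM / Buffer or medium: cells held in DMEM / Benchmarks: control and blank well means / Evaluation: percent signal gain over controls, blank-subtracted / Measured by: luciferase luminescence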
Calpain2 inh = calpain II (pig) inhibition. purified calpain II, fluorogenic peptide substrate, 30 min. inhibition, % at 16 µM. 220,000 compounds, 0.37% hits;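 active = inhibition above about 50%, limit read from the data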
TNF death inh = blocks TNF-alpha induced death of Jurkat FADD-/- cells; activation (protection from cell death), % at 10 µM; 220,000 compounds, 0.068% hits; Jurkat FADD-/- TNF necroptosis rescue, ATP luminescence, 24 h; 0 = TNF only, 100 = no-TNF cells;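 active = activation, meaning protection from cell death, of at least 50% relative to plate controls; inactive = activation below 50%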;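 also: necroptosis triggered by 40 ng/mL TNF-alpha added together with compound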
KCC2 mod = modulators of human KCC2 chloride dependent transport; AID 1456; B-score of Tl+ flux slope (higher = more flux/activation; lower = inhibition) at 10 µM; 190,000 compounds, 2.2% hits; Q9H2X9; KCC2 cells, thallium flux FluoZin-2 fluorescence;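 active = thallium flux slope and its plate-corrected score both differing from the plate sample mean at a set confidence after two filtering rounds, in either direction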;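 also: slope of fluorescence scaled to starting intensity during 10 to 20 s after thallium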
EBV gp42 block = blocks Epstein-Barr virus glycoprotein 42 binding; Fluorescence polarization binding assay, mP read-out; inhibition, % (tested at 21.74 µM); 220,000 compounds, 0.42% hits; AID 1085; in the data active = inhibition above about 50%
Target sequence (Q1HVG2 whole entry, looked up): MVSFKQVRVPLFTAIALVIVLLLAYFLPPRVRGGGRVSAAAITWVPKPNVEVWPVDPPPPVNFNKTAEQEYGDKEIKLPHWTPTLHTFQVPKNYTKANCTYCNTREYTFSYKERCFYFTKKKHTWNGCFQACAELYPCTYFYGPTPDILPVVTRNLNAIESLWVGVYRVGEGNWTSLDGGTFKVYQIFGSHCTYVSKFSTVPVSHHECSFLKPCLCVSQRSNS
The depositor's hits bear a star; nt = no result given; [ ] = dose if it differs, or a comment. The order is random; overall some 3.6% were active at least once.

SMILES | eIF4E 4G PPI | L929 necroptosis | Rad51 HR inh | PERK inh | Mdm2 ligase inh | Calpain2 inh | TNF death inh | KCC2 mod | EBV gp42 block
O=C(N/N=C/c1ccccc1C(=O)O)c1cc(-c2ccc3c4c(cccc24)CC3)n[nH]1 | 1 | 1.2 | 12 | 0.1 | -14 | 12 | 0.8 | -1.2 | -15
O=C1CC(C(=O)Nc2ccccc2)S/C(=N\N=C\c2ccco2)N1 (stereo unspecified) | 6 | 1.2 | -4 | 0.5 | -8 | 17 | 2.3 | -0.24 | 5
CCNC(=O)CC(=O)Nc1ccccc1C(=O)O | -17 | 1.6 | -10 | 0.8 | -10 | -13 | -0.6 | 0.42 | 4
O=C(COC(=O)CCc1nc2ccccc2c(=O)[nH]1)Nc1ccc2c(c1)OCO2 | 6 | 0.8 | -16 | -0.5 | -10 | -27 | -0.2 | 0.018 | 0
CCOC(=O)c1ccc2c(c1)n(CC)c(C)[n+]2CC | 24 | -0.4 | -10 | -0.6 | -17 | 21 | -0.6 | nt | -12
CCCc1[nH]nc2c1C1(C(=O)N(CC)c3ccccc31)C(C#N)=C(N)O2 (stereo unspecified) | -4 | -0.1 | 0 | 1.6 | -13 | -38 | -4.5 | 0.57 | 0
CCCCNC(=O)C(Sc1ccccc1)c1ccccc1 (stereo unspecified) | 16 | 0.3 | 9 | 1.3 | 6 | 16 | 0.4 | 0.26 | 2
O=C(COc1ccccc1)N/N=C/c1sc(=O)n(Cc2cccc(C(=O)O)c2)c1Cl | -1 | 0.6 | nt | 0.2 | -4 | -5 | 0.8 | -0.071 | -12
CC(=O)c1cc(C#N)c(SCC(=O)Nc2nccs2)nc1C | -9 | 83* | -5 | 0.7 | -48 | 12 | 5.7 | -0.11 | -8
CCc1ccc(NC(=O)C(=O)NNC(=O)COc2cccc(OC)c2)cc1 | -3 | 0.8 | nt | 1.0 | -3 | -29 | 1.5 | 18* | -2
COCCN1Cc2cccc(C(=O)NCc3cccs3)c2C1=O | 4 | -0.3 | nt | 1.0 | -13 | 12 | -0.7 | -0.22 | 1
CCn1c2ccccc2n2c(=O)c(=O)n(CC(=O)Nc3ccc(C(C)C)cc3)nc12 | -1 | 0.2 | 9 | 0.4 | 5 | -160 | 3.5 | -0.014 | 13
CC1(C)CCc2c([nH]c3ccccc3c2=O)O1 | -1 | 0.4 | -9 | 0.6 | 0 | 19 | 0.0 | 1.6 | -2
COc1ccc(/C=C/C(=O)NCC(=O)N2CCC(N(C)CCN3CCOCC3)CC2)cc1OC | -1 | 1.2 | 3 | -0.4 | -22 | -63 | -0.9 | 0.45 | -6
N#Cc1ccccc1NC(=O)c1cccc(COc2ccc(Cl)cc2Cl)c1 | 9[fluorescence artefact?] | 0.6 | -5 | 1.0 | 7 | 10 | 1.2 | 0.11 | -2
COc1ccc(/C=N/NC(=O)c2c([N+](=O)[O-])c(C)nn2C)cc1 | 12 | 0.4 | 0 | 1.6 | -3 | 7 | 0.2 | -0.35 | -8
COc1ccccc1NS(=O)(=O)c1cc(NC(=O)Nc2cccc(C)c2)ccc1N1CCCCC1 | 13 | 1.5 | 7 | -0.2 | 10 | -45 | 1.7 | 1.3 | 4
O=C(NCc1cccnc1)Nc1ccc(F)cc1F | 4[fluorescence artefact?] | -1.2 | -2 | 0.0 | -17 | -2 | 8.8 | 0.3 | -18
O=C(NCCN1CCOCC1)c1cc2sccc2n1Cc1ccc(Cl)cc1 | 9 | -1.6 | -5 | -0.1 | -12 | -36 | 0.6 | -0.56 | -11
Cc1cccc(Cn2cnc3c(nnn3Cc3ccc(F)cc3)c2=O)c1 | 0 | 0.4 | -7 | -1.4 | -17 | 12 | -0.1 | nt | -5

Some entries already given, showing only Calpain2 inh, EBV gp42 block and KCC2 mod:
molecule,Calpain2 inh,EBV gp42 block,KCC2 mod
COc1ccc(/C=C/C(=O)NCC(=O)N2CCC(N(C)CCN3CCOCC3)CC2)cc1OC,-63,-6,0.45
N#Cc1ccccc1NC(=O)c1cccc(COc2ccc(Cl)cc2Cl)c1,10,-2,0.11
COc1ccc(/C=N/NC(=O)c2c([N+](=O)[O-])c(C)nn2C)cc1,7,-8,-0.35
COc1ccccc1NS(=O)(=O)c1cc(NC(=O)Nc2cccc(C)c2)ccc1N1CCCCC1,-45,4,1.3

(more compounds)
SMILES | eIF4E 4G PPI | L929 necroptosis | Rad51 HR inh | PERK inh | Mdm2 ligase inh | Calpain2 inh | TNF death inh | KCC2 mod | EBV gp42 block
O=C(Nc1ccccc1F)c1coc(=O)c(Br)c1 | 4 | -1.0 | 22 | 1.2 | -7 | -18 | -11 | 0.059 | 4
COC(=O)c1cc(C(=O)OC)[nH]n1 | -1 | 0.2 | nt | 1.4 | 2 | 18 | 0.3 | nt | -6
CCOCCC(=O)Nc1cc(Cl)ccc1OC | -2 | 0.9 | -13 | -1.7 | -19 | 7 | -0.1 | nt | -3
Cc1cc(=O)[nH]c2cc(Cl)ccc12 | 2 | 2.0 | nt | 0.7 | -10 | -7 | 2.4 | -0.73 | -17
COc1ccc(-c2coc3cc(O)ccc3c2=O)cc1O | -1 | -0.9 | -9 | 2.0 | -6 | -68 | -0.6 | -0.61 | -12
Cc1ccc(OCC(=O)NNC(=O)c2cccnc2)cc1 | -2 | 0.6 | -2 | 1.5 | -11 | 5 | -2.7 | nt | -17
COc1ccc(C2CC(c3ccc(Br)cc3)=NN2C(=O)CSC2=NCCS2)cc1 (stereo unspecified) | 5 | 0.1 | nt | -1.3 | nt | 39 | 5.7 | -1.1 | -26
C=CCOC(=O)C1=C(C)NC(=S)NC1/C=C/c1ccccc1 (stereo unspecified) | 2 | 0.1 | -5 | -1.1 | -10 | 6 | -3.3 | -0.93 | 15
COc1cccc(/C=N/n2c(-c3cc(C)[nH]n3)n[nH]c2=S)c1O | 1 | 1.2 | 9 | 0.5 | 6 | -2 | 5.3 | 0.82 | -14
CS(=O)(=O)N(CC(=O)NC1CC1)C1CCCCC1 | 7 | 0.5 | 5 | 1.2 | 1 | 2 | 1.9 | -0.22 | 13
CC(C)c1ccc(N(CC(=O)O)S(=O)(=O)c2cccnc2)cc1 | -2 | 2.8 | -1 | 1.1 | -10 | -9 | 0.4 | -0.053 | -3
Cc1ccc(C2CC(c3ccc(C)cc3)n3nc(N)nc3N2)cc1 (stereo unspecified) | 6 | 0.2 | -5 | 1.8 | -29 | -5 | -0.7 | 0.42 | -12
CCOC(=O)N1CCN(S(=O)(=O)c2ccc(OC)c3ccccc23)CC1 | -6 | 0.6 | 5 | -0.9 | 3 | 13 | 4.2 | 0.28 | -22
O=c1[nH]c2cc3c(cc2cc1CN(Cc1ccco1)C(=S)NCC1CCCO1)OCCO3 (stereo unspecified) | 1 | 2.1 | nt | 0.0 | 3 | -154 | -5.6 | 0.41 | -14
O=C(CCc1ccccc1)NNC(=O)c1ccccc1C(=O)O | 1 | 0.1 | -8 | 0.9 | -6 | 26 | 0.7 | 0.051 | -8
CCO[C@H]1OC(C(N)=O)=C[C@@H](C)[C@@H]1CCCO | 0 | -0.1 | 10 | 0.9 | nt | -10 | -0.1 | -0.31 | -10
COc1ccccc1N1CCN(C(=O)CN2C(=O)C3CCCCC3C2=O)CC1 (stereo unspecified) | 0 | 6.6 | 2 | -0.7 | -3 | -11 | -0.6 | 0.49 | -13
Cc1ccc(CNC(=O)CCOc2ccc(C(C)(C)C)cc2)cc1 | -18[fluorescence artefact?] | -0.8 | -1 | 0.2 | -10 | 9 | 1.1 | -0.33 | -35
CCCn1nnc(NC(=O)c2ccc3ccccc3c2)n1 | 3 | -0.2 | 1 | 0.3 | -91 | 8 | -0.5 | -0.019 | 7
Cn1c(=O)n(C)c2cc([N+](=O)[O-])c(N3CCN(C(=O)c4ccccc4Cl)CC3)cc21 | -1 | -0.5 | 0 | -0.7 | -17 | -21 | -13 | nt | -2
COC(=O)c1c(C)oc2ccc(N(C(=O)c3ccncc3)S(=O)(=O)c3ccc(C)cc3)cc12 | -1 | -1.3 | -7 | -0.2 | -22 | 15 | -20 | -0.33 | 10
O=C(COC(=O)Cc1c(Cl)cccc1Cl)NCCC1=CCCCC1 | 8 | 0.1 | -8 | 1.0 | -11 | 23 | 1.2 | 0.58 | 11
C=CCOC(=O)Nc1c(C(=O)OC)[nH]c2ccccc12 | -11 | 0.1 | 2 | 1.0 | -17 | -30 | -5.4 | 0.0092 | -9
O=C(O)c1cn(-c2ccc(N3CCCC3)c(F)c2)c2c(F)c(F)c(F)cc2c1=O | 13 | 0.6 | nt | 0.4 | -11 | -18 | -1.6 | 0.61 | 12
O=C(Nc1ccc2nsnc2c1)N1CCCCCC1 | nt | -1.1 | 0 | -1.9 | 5 | -427 | 2.1 | 0.33 | 0
COC(=O)c1cccc(C(=O)Nc2cnc3ccccc3c2)n1 | -19 | 0.5 | -4 | -0.2 | -7 | -9 | -5.7 | -0.19 | -11
COc1ccc(C)cc1NC(=O)c1nc2nc(C)cc(C)n2n1 | nt | 0.3 | nt | 0.5 | nt | nt | -0.5 | 0.76 | nt
O=C(CCN1C(=O)C2C3C=CC(C3)C2C1=O)Nc1ccccn1 (stereo unspecified) | 47* | 0.7 | -5 | -0.3 | -25 | 23 | 0.6 | 0.39 | -5
O=C(Cn1nc(C(F)(F)F)cc1C1CC1)Nc1ccccc1F | 1[fluorescence artefact?] | 0.8 | 8 | 0.2 | 1 | 7 | 1.7 | 0.38 | 12
O=C1c2ccccc2-c2c1cccc2C(=O)N1CCOCC1 | 2 | 0.0 | 4 | 0.3 | -5 | -15 | 0.9 | 0.43 | -5
COc1ccc(-n2cnnc2SCC(=O)Nc2cccc([N+](=O)[O-])c2)cc1 | 2 | 2.2 | -4 | -0.1 | -14 | -33 | -0.3 | 0.77 | 6
CCCC(=NCC(=O)O)C1=C(O)C(C(=O)OC)C(C)(C)CC1=O (stereo unspecified) | -1 | 0.3 | 3 | 0.2 | -21 | 2 | -0.1 | 1 | -13
O=S1(=O)NC(=NCc2ccco2)c2ccccc21 | -12 | 0.6 | 7 | 0.1 | -5 | 10 | -1.1 | -0.93 | -6

Compound profiles (already shown). Order of screens: eIF4E 4G PPI | L929 necroptosis | Rad51 HR inh | PERK inh | Mdm2 ligase inh | Calpain2 inh | TNF death inh | KCC2 mod | EBV gp42 block
O=C(Nc1ccc2nsnc2c1)N1CCCCCC1 reads nt | -1.1 | 0 | -1.9 | 5 | -427 | 2.1 | 0.33 | 0
O=C(COC(=O)Cc1c(Cl)cccc1Cl)NCCC1=CCCCC1 reads 8 | 0.1 | -8 | 1.0 | -11 | 23 | 1.2 | 0.58 | 11
COc1ccc(C)cc1NC(=O)c1nc2nc(C)cc(C)n2n1 reads nt | 0.3 | nt | 0.5 | nt | nt | -0.5 | 0.76 | nt
O=C1c2ccccc2-c2c1cccc2C(=O)N1CCOCC1 reads 2 | 0.0 | 4 | 0.3 | -5 | -15 | 0.9 | 0.43 | -5
O=C(Cn1nc(C(F)(F)F)cc1C1CC1)Nc1ccccc1F reads 1[fluorescence artefact?] | 0.8 | 8 | 0.2 | 1 | 7 | 1.7 | 0.38 | 12
